hIAP block – blocks human intestinal alkaline phosphatase; P09923; purified IAP, CDP-Star luminescence, 30 min; inhibition, % at 10 µM; actives 0.12% (n = 330,000); AID 2544;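 active = inhibition reaching a set limit with compound at 10 µM in the primary screen, cut at about 35% in these data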;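 note: plate controls were DMSO wells with enzyme for no effect and no-enzyme buffer wells for full effect; values of inactives mirror those of a sister screen read the other way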
Target sequence (P09923 whole entry, looked up): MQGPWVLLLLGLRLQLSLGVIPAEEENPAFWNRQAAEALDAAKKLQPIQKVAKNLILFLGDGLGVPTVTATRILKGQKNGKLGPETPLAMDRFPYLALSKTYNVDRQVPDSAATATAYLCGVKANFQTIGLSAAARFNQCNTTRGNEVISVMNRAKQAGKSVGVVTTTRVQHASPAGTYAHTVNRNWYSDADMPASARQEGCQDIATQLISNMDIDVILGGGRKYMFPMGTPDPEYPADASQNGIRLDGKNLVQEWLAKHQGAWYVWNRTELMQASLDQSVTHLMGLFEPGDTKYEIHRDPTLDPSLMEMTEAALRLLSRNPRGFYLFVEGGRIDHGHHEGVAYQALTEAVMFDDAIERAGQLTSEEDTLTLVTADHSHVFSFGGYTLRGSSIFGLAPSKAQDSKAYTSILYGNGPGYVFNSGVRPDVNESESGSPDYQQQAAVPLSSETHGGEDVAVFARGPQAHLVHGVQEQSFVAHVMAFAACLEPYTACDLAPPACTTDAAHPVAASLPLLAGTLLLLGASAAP
hIAP activ – increases human intestinal alkaline phosphatase activity | P09923 | purified human IAP, CDP-Star luminescence, 30 min; stronger effect = higher value; 1 = vehicle-only enzyme, 0 = enzyme-free background | activation factor at 10 µM | actives 0.16% (n = 330,000) | AID 2524;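 active = activation factor of the enzyme at least 2-fold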; note: the source names both 10 and 20 µM as test concentration; values of inactives mirror those of a sister screen read the other way
NALP3 yeast inh – NALP3 inhibition in yeast. actives 0.39% (n = 330,000). Yeast reconstituted NLRP3/ASC/caspase-1, beta-gal luminescence, 24 h. inhibition, % at 10 µM;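 active = inhibition of 50% or more; inactive = inhibition below 50%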;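 note: plate controls were induced DMSO wells for no effect and uninduced yeast grown without galactose for full effect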
mIAP act – mouse IAP activation. activation factor at 10 µM. muIAP, CDP-Star luminescence, 30 min; stronger effect = higher value; 1 = vehicle-only enzyme signal, 0 = enzyme-free wells. actives 0.24% (n = 330,000). AID 2805;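 active = activation factor of at least 2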; note: the source names both 10 and 20 µM as test concentration; values of inactives mirror those of a sister screen read the other way
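also added = chemiluminescent substrate CDP-Star | test system = mouse IAP enzyme | signal = chemiluminescence readout | compound = DMSO-dissolved test compounds | incubation = 30 min at room temperature | benchmarks = DMSO wells, no-enzyme wells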
SENP1 FRET inh – SENP1 (human) catalytic domain inhibition; recombinant SENP1 catalytic domain, CyPet-SUMO1-YPet FRET cleavage; inhibition, % at 10 µM; actives 0.21% (n = 360,000); AID 624204;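 active = inhibition at least 30% at 10 µM, raw YFP signal under a set limit, fluorescence ratio 0.5 to 1.5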;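 note: 0% = enzyme with DMSO and 100% = no enzyme wells; some results filed as inactive read as strong as hits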
Target sequence (Q9P0U3 419-644 limits assumed): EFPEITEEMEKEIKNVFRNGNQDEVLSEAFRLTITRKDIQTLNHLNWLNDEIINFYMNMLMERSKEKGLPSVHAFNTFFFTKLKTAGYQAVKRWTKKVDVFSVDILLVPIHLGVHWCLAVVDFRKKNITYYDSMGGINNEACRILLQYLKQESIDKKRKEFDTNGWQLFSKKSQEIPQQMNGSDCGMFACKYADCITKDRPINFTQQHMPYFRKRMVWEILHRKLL
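Compound: 10 µM single point, 0.5% DMSO; Test system: hSENP1 catalytic domain, recombinant; Timing: 50 min reaction at room temperature; Technique: FRET, CFP and YFP emission; Control set: no-enzyme wells low, DMSO-plus-enzyme wells high control.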
APOBEC3G inh – inhibitors of human APOBEC3G DNA deaminase | recombinant A3G, ssDNA deamination FAM/TAMRA fluorescence | actives 0.28% (n = 330,000) | inhibition, % at 20 µM | AID 493012;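 active = inhibition of at least 40% at 20 µM, with no more than 30% in the related APOBEC3A deaminase screen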;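 note: plate controls were DMSO wells with A3G for no effect and wells lacking A3G enzyme for full effect; some compounds called inactive have numbers as strong as hits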
mIAP block – mouse IAP inhibition; purified mouse IAP, CDP-Star luminescence, 30 min; inhibition, % at 10 µM; actives 0.2% (n = 330,000); AID 2806;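 active = inhibition of at least 40% at 10 µM in the primary screen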;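 note: plate controls were DMSO with enzyme for no effect and no enzyme wells for full effect; values of inactives mirror those of a sister screen read the other way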
A3A deaminase – human APOBEC3A DNA deaminase inhibition | P31941 | recombinant A3A, FAM/TAMRA ssDNA deamination fluorescence | inhibition, % at 20 µM | actives 0.41% (n = 330,000);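 active = at least 40% inhibition at 20 µM here, with at most 30% in a related deaminase screen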;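 note: plate controls were A3A with DMSO for no effect and wells lacking A3A enzyme for full effect; some results filed as inactive read as strong as hits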
Target sequence (P31941 whole entry, looked up): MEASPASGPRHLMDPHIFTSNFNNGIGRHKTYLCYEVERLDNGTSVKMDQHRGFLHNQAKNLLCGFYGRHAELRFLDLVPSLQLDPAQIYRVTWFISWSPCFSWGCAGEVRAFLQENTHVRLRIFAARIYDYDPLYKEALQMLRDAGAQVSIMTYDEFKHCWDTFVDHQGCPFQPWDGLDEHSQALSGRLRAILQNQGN
beta cell repl – induces beta-cell replication in MIN6 cells; MIN6 cells proliferation, ATPlite luminescence, 48 h; cells starved in 0.2% serum; 100% = growth in 10% serum; proliferation, % at 10 µM; actives 0.29% (n = 330,000); AID 2380;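 active = compounds whose signal lies at least 3.5 SD above the mean of all wells on their plate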;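 note: 0% = DMSO-treated cells in low-serum medium and 100% = 10% serum control; some compounds called inactive have numbers as strong as hits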
* = called active by the depositor; . = not tested or not shown.

SMILES	hIAP block	hIAP activ	NALP3 yeast inh	mIAP act	SENP1 FRET inh	APOBEC3G inh	mIAP block	A3A deaminase	beta cell repl
CCCn1c(SCC(=O)c2ccc3c(c2)OCCO3)n[nH]c1=O	-5.1	1.05	5.4	1	1.5	-15.1	-0.5	-2.2	1.2
C/C(=N\NC(=O)c1cccc(S(=O)(=O)N2CCOCC2)c1)c1ccco1	-20.5	1.21	11.0	0.854	-0.4	-2.7	14.6	-1.7	-2.6
Cc1ccccc1C(=O)Nc1ccc(Br)cn1	-14.2	1.14	-4.0	1.02	1.1	-0.5	-1.8	-3.4	0.0
COc1ccc(CN(C)C(=O)c2cnc(OC)cc2C(F)(F)F)c(OC)c1	1.6	0.984	-0.6	1.11	1.7	6.6	-10.7	-1.1	-2.8
Cc1ccc2nc(SCC(=O)c3c(N)n(C4CC4)c(=O)[nH]c3=O)[nH]c2c1	-19.2	1.19	14.6	1.1	0.9	-3.2	-9.8	6.3	0.0
Cc1ccc(-n2c(=O)c3sccc3n(Cc3cc(=O)n4ccccc4n3)c2=O)cc1F	6.5	0.935	5.9	1.01	.	-2.7	-1.3	-1.0	0.0
O=C(Nc1ccc(F)c(Cl)c1)c1ccccc1	-12.2	1.12	61.3*	0.918	-0.7	-7.2	8.2	-1.1	-5.3
COc1ccc(NC(=O)CCCc2nnc3n(C)c(=O)c4sccc4n23)cc1	28.4	0.716	3.6	0.95	1.3	-1.0	5.0	0.7	1.5
COc1ccc(-c2c(C(F)(F)F)[nH]n3c(=O)cc(-c4ccccc4)nc23)cc1	-15.3	1.15	13.8	1.06	-52.4	-5.7	-5.9	23.3	-3.3
Cn1c(C(=O)NC2CCCCC2)cc2sccc21	-3.8	1.04	16.4	1.03	-4.0	-3.2	-2.6	-0.8	-3.0
CCOc1ccc(NS(=O)(=O)c2cnc(Cl)c(Cl)c2)cc1	-8.4	1.08	7.9	0.984	-0.2	-3.4	1.6	-4.6	-3.6
Cc1ccccc1CN1CCC(n2nccc2NC(=O)CCCc2ccccc2)CC1	-189.6	2.9*	12.5	1.89	-2.0	-9.4	-88.9	-7.9	-4.4
Cc1cccc(NC(=O)c2ccc3ccccc3n2)n1	-60.2	1.6	31.2	0.944	0.1	-5.6	5.6	-5.4	-1.8
COc1ccc(Nc2nc(NCc3ccco3)nc(N/N=C/c3ccccc3Cl)n2)cc1	-12.0	1.12	19.1	1.07	-0.4	-6.5	-6.8	-0.2	-1.3
CN(C)S(=O)(=O)Oc1ccc(Cl)cc1C(=O)Nc1cccc(C(F)(F)F)c1	20.4	0.796	21.9	0.972	0.5	-3.0	2.8	-1.5	0.9
C=CCc1ccccc1OCC(=O)O	-6.9	1.07	6.9	0.971	2.2	0.7	2.9	11.9	-2.0
Cc1ccc(S(=O)(=O)N2CCC(=O)N(CCOCc3ccc(Cl)cc3)CC2)cc1	-1.0	1.01	8.5	0.992	2.5	-4.9	0.8	1.0	-1.7
O=C(N/N=C/c1ccc(Br)s1)Nc1ccccc1	2.3	0.977	8.8	0.927	0.7	-5.4	7.3	-0.6	-4.3
CCCN(CCC)Cc1c(C(=O)N/N=C/c2ccoc2)nnn1-c1nonc1N	3.5	0.965	21.5	0.938	0.3	-8.9	6.2	-4.5	0.4
O=C(N/N=C/c1cccc([N+](=O)[O-])c1O)c1cccs1	-33.5	1.33	22.9	0.829	2.8	-3.0	17.1	2.1	-5.0
S=C(Nc1cccnc1)Nc1cccc2cnccc12	11.2	0.888	-0.3	0.8	-1.1	17.8	20.0	2.1	1.7
Cc1ccc(NC2=C(Cl)C(=O)N(C3CCCCC3)C2=O)cc1	-19.9	1.2	6.4	1.01	3.3	-5.0	-1.3	-4.9	-2.6
O=C(CN(C(=O)Cn1nnc(-c2cccs2)n1)c1ccc2c(c1)OCCO2)NC1CCCCC1	6.4	0.936	10.2	1.08	-0.2	-6.6	-8.5	-4.4	-1.3
Cc1ccccc1NC(=O)C1C2/C=C\CCCCC21 (configuration not stated)	-4.3	1.04	7.3	0.998	-1.9	-3.3	0.2	1.8	1.4
Nc1cc(N)nc(SCC(=O)c2ccccc2)n1	3.2	0.968	1.0	0.961	-14.1	0.2	3.9	0.5	-0.4
Oc1cccc2ccc(/C=C/c3ccc(Br)s3)nc12	3.7	0.963	27.1	0.816	-5.9	-6.5	18.4	-0.3	-4.9
Cc1csc(SCC(=O)c2cc(C)n(Cc3cccs3)c2C)n1	-6.0	1.06	6.2	0.843	-1.1	-5.7	15.7	1.5	-3.2
COc1ccc(CNC(=O)c2ccc(CS(=O)Cc3ccc(Cl)cc3)o2)cc1 (configuration not stated)	2.9	0.971	4.2	1.06	0.3	-1.6	-6.1	-1.1	2.8
C=CCN=C1SC(CC)C(=O)N1S(=O)(=O)c1ccc(C)cc1 (configuration not stated)	-22.2	1.22	11.2	0.9	1.4	-5.7	10.0	-2.3	-1.6
COCCCNc1nc2ccccc2nc1NS(=O)(=O)c1ccc(C)cc1C	0.0	1	3.3	1.01	-1.2	0.5	-0.9	1.4	0.0
CCN1CCN(C(c2cccs2)C(C)NC(=O)NC2CCCCC2)CC1 (configuration not stated)	-4.0	1.04	-8.0	1.12	2.5	-7.7	-12.2	-0.2	4.1
CCN(CC(=O)Nc1c(F)cccc1F)C(=O)Cc1ccc(OC)c(S(=O)(=O)N2CCOCC2)c1	-11.3	1.11	13.6	0.972	-2.7	-5.5	2.8	-0.5	7.2
CCOC(=O)CSc1nc2c(c(=O)[nH]c(=O)n2C)n1C/C=C(/C)Cl	-17.8	1.18	7.5	0.951	-1.9	17.2	4.9	2.7	-1.2
CC1Cc2cc(/C(O)=C3/C(=O)C(=O)N(CCCn4ccnc4)C3c3cccc([N+](=O)[O-])c3)ccc2O1 (configuration not stated)	-41.8	1.42	4.5	0.985	-0.6	-2.7	1.5	-2.0	-1.9
CCOC(=O)N1CCN(c2ncnc3scc(-c4ccccc4)c23)CC1	2.8	0.972	8.0	1.02	-9.1	-8.5	-1.6	-1.3	-1.2
Cc1ccc(N=C2NC(=O)C(CO)(CO)S2)cc1	9.4	0.906	18.8	0.917	2.1	-6.8	8.3	-1.1	-3.4
CC(C)CCN(CCC(C)C)C(=O)Cc1c(O)c2ccccc2[nH]c1=O	-4.9	1.05	-6.9	1.01	0.0	-6.9	-0.8	10.4	0.8
COc1cc(C(=O)Nc2cccc(C)c2C)c(Br)c(OC)c1OC	-6.5	1.06	27.0	0.989	-0.3	3.3	1.1	2.6	0.6
Cc1nnc(NC(=O)C2CCN(S(=O)(=O)c3ccc(F)c(Cl)c3)CC2)o1	-7.5	1.07	-2.4	1	0.2	-4.0	-0.2	-2.2	-5.7
CCOC(=O)C1=C(CN2CCN(C(=O)c3ccco3)CC2)NC(=O)NC1c1ccc(Cl)cc1 (configuration not stated)	-9.7	1.1	7.3	1.05	-9.2	-1.4	-5.0	-0.5	1.6
COc1ccc(OC)c(NC(=O)CSC2=C(C#N)C(c3ccco3)C3=C(CCCC3=O)N2)c1 (configuration not stated)	1.2	0.988	12.4	0.975	-27.7	-0.9	2.5	3.5	-2.9
CCCCn1nnc(NC(=O)c2ccco2)n1	-3.9	1.04	-2.9	1	1.2	-2.8	-0.2	-1.6	-1.5
CCNc1nc(NCC)nc(OCCOC(=O)c2ccccc2)n1	-2.5	1.02	7.3	1.04	4.0	1.5	-3.7	2.1	-2.1
Cn1c(=O)cc(C(=O)N/N=C/c2ccc(Cl)cc2)[nH]c1=O	-11.4	1.11	10.7	1.11	3.5	-2.3	-10.7	-1.1	0.5
Nc1cc(C(=O)c2ccccc2)ccc1[N+](=O)[O-]	1.3	0.987	18.4	0.84	-2.1	-3.2	16.0	-1.6	0.4
COc1ccc(CN2CC(C(=O)NCCCOC(C)C)CC2=O)cc1 (configuration not stated)	-9.9	1.1	17.2	0.912	0.9	-3.1	8.8	-0.8	-2.1
O=C(CN1C(=O)NC2(CCCCC2)C1=O)Nc1cc(C(F)(F)F)ccc1N1CCOCC1	5.1	0.949	21.0	0.998	-0.1	11.0	0.2	8.3	-3.8
CC(=O)Nc1cnn(Cc2ccc(Br)cc2)c1	10.0	0.9	-15.1	0.924	4.2	-7.5	7.6	-3.2	1.8

Whole records from above. Order of values: hIAP block | hIAP activ | NALP3 yeast inh | mIAP act | SENP1 FRET inh | APOBEC3G inh | mIAP block | A3A deaminase | beta cell repl
Nc1cc(C(=O)c2ccccc2)ccc1[N+](=O)[O-] across the screens: 1.3 | 0.987 | 18.4 | 0.84 | -2.1 | -3.2 | 16.0 | -1.6 | 0.4
Cn1c(=O)cc(C(=O)N/N=C/c2ccc(Cl)cc2)[nH]c1=O across the screens: -11.4 | 1.11 | 10.7 | 1.11 | 3.5 | -2.3 | -10.7 | -1.1 | 0.5

Continued:
SMILES	hIAP block	hIAP activ	NALP3 yeast inh	mIAP act	SENP1 FRET inh	APOBEC3G inh	mIAP block	A3A deaminase	beta cell repl
COc1ccc(/C=C/C(=O)O)cc1COc1cccc(C)c1	-1.1	1.01	15.5	0.989	1.9	-2.2	1.1	2.9	0.0
CCOC(=O)N1CCC(N2C(=O)c3ccc(C(=O)NCc4ccco4)cc3C2=O)CC1	-0.1	1	5.9	1.02	1.4	-5.0	-2.3	1.3	1.3
Cc1cc(C)c(C(N)=O)c(SCC(=O)c2cc(C)n(-c3cc(C)on3)c2C)n1	-8.1	1.08	3.7	1.11	-1.9	-3.5	-11.3	-5.7	-6.0
Cc1ccccc1COCCN1CCN(S(=O)(=O)c2ccccc2)CCC1=O	2.8	0.972	18.7	0.962	1.0	-9.8	3.8	-0.4	-0.6
Cc1ccc(-c2csc(SCC(=O)c3c(N)n(C4CC4)c(=O)[nH]c3=O)n2)cc1	-3.5	1.03	1.7	0.935	-1.0	-7.8	6.5	22.3	-2.3
Cc1ccc(SCC2=NNC(=O)C2)cc1	-12.2	1.12	9.1	0.933	2.9	-7.9	6.7	0.1	-3.0
COc1ccc(NC(=O)/C(=C\c2ccncc2)NC(=O)c2ccccc2)cc1	-9.8	1.1	5.8	1.07	-0.3	0.0	-7.5	0.4	-1.8
CC1=C(C(=O)OCCC(C)C)C(c2ccc3c(c2)OCO3)NC(=O)N1 (configuration not stated)	3.8	0.962	21.4	0.913	1.8	-7.2	8.7	-2.9	1.9
CN(C)c1ccc(N2C(=NC(=O)CC3CCCCC3)SC3CS(=O)(=O)CC32)cc1 (configuration not stated)	-13.9	1.14	10.9	1.03	4.3	0.8	-3.3	-1.5	0.0
CC(NCc1ccccc1O)c1ccccc1 (configuration not stated)	-6.8	1.07	14.8	1.03	1.4	-6.8	-2.7	4.7	3.3
CCOC(=O)c1cc(C#N)c(Nc2ccccc2OC)nc1C(F)(F)F	-3.5	1.03	1.5	0.958	-7.1	-6.6	4.2	-1.3	-0.6
CCCC[C@@]1(C2CCCC2)Cc2cc(OCC(=O)O)c(Cl)c(Cl)c2C1=O	-5.4	1.05	18.0	0.861	1.4	-6.7	13.9	-1.6	-1.9
CCCN(CCC)CCNc1c(N2CCN(C(=O)OCC)CC2)c(=O)c1=O	21.5	0.785	-10.3	1.02	0.0	-5.4	-2.5	-0.2	2.4
O=C(O)CCc1ccc(-c2ccccc2)n1NC(=O)c1cccs1	-18.0	1.18	-0.7	0.992	-6.2	-5.3	0.8	-3.9	-0.9

Some of the compounds tested; the hit share may differ from the screen's.
